# Screens as filed in PubChem.
# PAFAH2 inh = PAFAH2 (human) inhibition. Q99487. inhibition, % at 3.39 µM. hit rate 0.99% among 340,000. recombinant PAFAH2, FP-rhodamine activity probe, fluorescence polarization;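 active = inhibition above the mean over all tested compounds plus 3 SD, cut at about 30% in these data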;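 note: inhibitors block probe labeling of enzyme so polarization drops; 0% = enzyme with DMSO and 100% = wells lacking PAFAH2 protein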
# LYPLA2 counter = counter-screen for PME1 inhibitors: inhibitors of human LYPLA2; O95372; recombinant LYPLA2, FP-Rh probe fluorescence polarization; inhibition, % at 5.9 µM; hit rate 0.38% among 320,000;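 active = inhibition above the screen-wide mean plus 3 SD, limit set per campaign, cut at about 26% in these data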;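 note: 0% = LYPLA2 with DMSO and 100% = wells lacking LYPLA2 enzyme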
# Target sequence (O95372 whole entry, looked up): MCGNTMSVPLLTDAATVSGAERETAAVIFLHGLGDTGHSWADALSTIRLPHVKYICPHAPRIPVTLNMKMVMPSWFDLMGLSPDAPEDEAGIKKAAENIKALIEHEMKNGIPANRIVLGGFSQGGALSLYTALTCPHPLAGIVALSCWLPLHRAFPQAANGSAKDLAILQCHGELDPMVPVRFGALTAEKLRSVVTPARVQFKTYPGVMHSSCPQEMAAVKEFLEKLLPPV
# GSTO1 inh = counter-screen for RBBP9 inhibitors: inhibitors of human GSTO1. P78417. recombinant GSTO1, activity-based probe fluorescence polarization. inhibition, % at 5.96 µM. hit rate 1.1% among 300,000;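 active = inhibition above the campaign mean inhibition plus 3 SD, cut at about 35% in these data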;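 note: 0% = GSTO1-1 with DMSO and 100% = wells lacking GSTO1-1 enzyme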
# LYPLA1 inh = blocks human lysophospholipase 1, a PME1 counter-screen; recombinant LYPLA1, FP-Rh probe fluorescence polarization; inhibition, % at 5.9 µM; hit rate 0.16% among 320,000;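 active = inhibition above the mean of all tested compounds plus 3 SD, set per campaign, cut at about 14% in these data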;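 note: inhibitors block serine hydrolase probe labeling of LYPLA1 so polarization falls; 0% = enzyme with DMSO and 100% = wells lacking LYPLA1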
# Target sequence (O75608 whole entry, looked up): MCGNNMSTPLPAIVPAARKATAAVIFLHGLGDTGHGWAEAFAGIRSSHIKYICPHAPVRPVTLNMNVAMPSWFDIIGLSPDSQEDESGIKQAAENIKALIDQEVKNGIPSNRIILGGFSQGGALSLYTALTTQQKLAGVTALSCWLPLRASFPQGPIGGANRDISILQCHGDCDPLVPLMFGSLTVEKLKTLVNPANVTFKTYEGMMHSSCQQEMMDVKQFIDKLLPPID
# PME-1 inh = blocks human protein phosphatase methylesterase 1 | inhibition, % at 5.9 µM | hit rate 0.53% among 320,000 | recombinant PME-1, FP-Rh probe fluorescence polarization;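 active = inhibition above the campaign mean of all compounds plus 3 SD, cut at about 26% in these data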;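 note: competitive labeling of PME-1 active site by serine hydrolase directed probe; 0% = PME-1 with DMSO and 100% = wells lacking PME-1 enzyme; inhibitors block probe labeling so polarization falls and inhibition rises; many of its hits are not listed in these tables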
# Target sequence (Q9Y570 whole entry, looked up): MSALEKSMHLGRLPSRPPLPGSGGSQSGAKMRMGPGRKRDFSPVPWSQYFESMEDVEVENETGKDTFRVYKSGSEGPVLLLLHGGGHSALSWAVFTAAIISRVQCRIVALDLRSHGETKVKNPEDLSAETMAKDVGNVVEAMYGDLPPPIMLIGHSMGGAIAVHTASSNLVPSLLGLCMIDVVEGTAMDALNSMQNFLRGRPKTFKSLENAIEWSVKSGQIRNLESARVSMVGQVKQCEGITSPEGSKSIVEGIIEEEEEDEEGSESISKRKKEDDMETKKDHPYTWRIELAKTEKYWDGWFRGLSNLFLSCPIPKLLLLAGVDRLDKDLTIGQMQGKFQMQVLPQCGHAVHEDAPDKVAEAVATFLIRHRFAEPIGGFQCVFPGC
# pPAFAH FP inh = pPAFAH (human) enzyme inhibition; recombinant pPAFAH, FP-rhodamine probe fluorescence polarization; Q13093; hit rate 1.5% among 330,000; AID 463082; inhibition, % at 3.39 µM;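 active = inhibition above the mean inhibition across the screen plus 3 SD, cut at about 25% in these data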;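 note: inhibitors block binding of the rhodamine activity-based probe so polarization drops; 0% = enzyme with DMSO and 100% = wells lacking pPAFAH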
# PAFAH1B3 inh = PAFAH1B3 (human) inhibition | recombinant PAFAH1B3, FP-rhodamine probe, fluorescence polarization | inhibition, % at 3.39 µM | AID 492972 | hit rate 0.28% among 340,000 | Q15102;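 active = inhibition above the screen-wide average of all tested compounds plus 3 SD, cut at about 25% in these data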;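 note: 0% = enzyme with DMSO only and 100% = wells lacking PAFAH1B3 protein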
# PAFAH1B2 inh = PAFAH1B2 (human) inhibition; P68402; recombinant PAFAH1B2, FP-rhodamine activity probe, fluorescence polarization; inhibition, % at 3.39 µM; hit rate 1.2% among 340,000;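 active = inhibition above the mean of all tested compounds plus 3 SD, cut at about 24% in these data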;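 note: 0% = enzyme with DMSO and 100% = wells lacking PAFAH1B2; many of its hits are not listed in these tables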
# PAD4 FP inh = PAD4 (human) enzyme inhibition. recombinant PAD4, RCA probe fluorescence polarization. hit rate 0.41% among 330,000. AID 485272. inhibition, % at 6.36 µM;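 active = percent inhibition above a cutoff equal to the mean of all tested compounds plus 3 SD, cut at about 15% in these data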;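 note: 0% = PAD4 with RCA probe and DMSO and 100% = probe without PAD4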
# * marks the source's active call; other numbers are inactive results; . = no result given. A portion of the library. The share of hits here may be higher or lower than overall.
smiles,LYPLA1 inh,pPAFAH FP inh,PAFAH1B3 inh,LYPLA2 counter,PME-1 inh,PAFAH2 inh,GSTO1 inh,PAFAH1B2 inh,PAD4 FP inh
Cn1ncc([N+](=O)[O-])c1C(=O)Nc1ccc(C2CCCCC2)cc1,-1,8,-3,-3,-3,1,-1,-1,-6
Cc1ccc(SC[C@H](C)CN2CC[C@H](C(C)(C)C)CCC2=O)cc1,4,0,6,7,6,-3,2,10,-7
CCC(Oc1ccccc1)C(=O)Nc1ccccc1N1CCCC1 (stereo not given),1,3,1,2,-1,-1,-2,5,-5
Cc1cc(C(=O)OCC(=O)N2CCC(C)CC2)c2ccccc2n1,.,4,9,.,.,5,.,1,-2
COc1ccc(NC(=O)NCc2ccc3c(c2)OCO3)cc1OC,0,2,2,-2,3,7,0,3,-5
O=C(Cc1cccs1)NCCc1cn2ccccc2n1,2,8,-4,2,3,-1,2,1,6
O=C(CSc1ccc(-c2ccccn2)nn1)NC1CCCCC1,1,-3,5,3,7,3,-2,6,-1
O=C(Nc1ccc(C(=O)N2CCC(N3CCCC3)CC2)cc1)c1ccc(Br)o1,-2,0,6,-3,-6,-3,-2,4,4
COC(=O)c1cc(S(=O)(=O)N2CCN(c3cccc(C)c3)C(C)C2)c[nH]1 (stereo not given),-5,3,2,0,-3,-7,13,4,2
CCOc1ccc(OCC)c(NC(=O)C2CCCN(S(=O)(=O)c3c(C)noc3C)C2)c1 (stereo not given),3,-1,8,5,-3,-5,10,6,2
CS(=O)(=O)N(CC(=O)NCc1ccncc1)c1ccc(F)c(Cl)c1,3,0,2,10,4,2,1,7,2
CN(/N=C/c1ccc(Br)o1)C1=NS(=O)(=O)c2ccccc21,1,4,3,-2,0,11,-4,7,-7
CCc1nnc(N/N=C/c2ccc(-c3ccc([N+](=O)[O-])cc3)o2)n1N,0,3,7,2,0,1,17,3,25*
COc1ccc(OC)c(NC(=O)C2CCN(c3ncccn3)CC2)c1,1,5,11,4,-7,-3,4,4,1
Cc1ccc(S(=O)(=O)N2CCCCC2)cc1C(=O)NC1CC(C)(C)NC(C)(C)C1,0,5,5,-4,1,6,1,3,5

# More entries follow:
smiles,LYPLA1 inh,pPAFAH FP inh,PAFAH1B3 inh,LYPLA2 counter,PME-1 inh,PAFAH2 inh,GSTO1 inh,PAFAH1B2 inh,PAD4 FP inh
COc1ccc(S(=O)(=O)N2CCCC2CNC(=O)c2cccc(OC)c2)cc1 (stereo not given),1,4,-4,-3,-5,-8,-3,-2,-2
O=C(Nc1ccccc1F)c1ccccc1-c1ccccc1,-1,3,8,7,-4,0,8,4,2
Cc1nnc(SCc2ccccc2Cl)n(N)c1=O,1,8,3,4,-3,6,4,2,-1
Cc1ccc(NC(=O)CSc2nc(O)cc(=O)n2C)cc1,-1,5,5,-1,-1,-3,1,6,-2
Cc1ccc(C)c(C(=O)CCC(=O)N2CCN(c3cccc(C(F)(F)F)c3)CC2)c1,37*,3,2,57*,5,8,.,6,-1
CCc1noc(C)c1C(=O)NNC(=O)COc1ccc(C)cc1,1,-3,5,14,-1,7,7,7,-6
COC(=O)c1sccc1NC(=S)Nc1cc(C)cc(C)c1,-1,-1,-8,1,-3,-9,-4,-5,3
C=CCNC(=S)N1CCN(CCN=CC2=C(O)CC(c3ccco3)CC2=O)CC1 (stereo not given),1,4,-3,4,-3,-10,-1,0,2
CC(=O)c1sc(N/N=C2\CC3CC2C(C)C3(C)C)nc1C (stereo not given),1,8,5,-6,-3,8,5,10,-5
O=C(O)CC/C(=N\Nc1ccc([N+](=O)[O-])cc1)c1ccccc1,-1,8,1,-3,1,8,1,8,4
O=C(O)c1cc(-c2ccc(O)cc2)nc2ccccc12,-5,2,.,-7,-1,.,-3,.,0
CCOC(=O)/C(C(=O)Nc1ccc(Br)cc1)=C1/NC(C)(C)Cc2ccccc21,-4,0,4,-3,-2,11,-1,0,2
CC(=O)c1c(C)[nH]c(C(=O)OCC(=O)NCCc2ccc(F)cc2)c1C,0,3,5,-5,-1,3,4,-1,4
COc1cccc(C(=O)C[n+]2ccccc2/C=N/O)c1,2,1,4,4,5,-16,0,-4,5
c1ccc2c(c1)CCN(c1nc(CN3CCOCC3)nc3sc4c(c13)CCCC4)C2,-4,32*,4,-4,7,4,-3,3,-3

# Next part (two carried over from the part before).
smiles,LYPLA1 inh,pPAFAH FP inh,PAFAH1B3 inh,LYPLA2 counter,PME-1 inh,PAFAH2 inh,GSTO1 inh,PAFAH1B2 inh,PAD4 FP inh
COc1cccc(C(=O)C[n+]2ccccc2/C=N/O)c1,2,1,4,4,5,-16,0,-4,5
c1ccc2c(c1)CCN(c1nc(CN3CCOCC3)nc3sc4c(c13)CCCC4)C2,-4,32*,4,-4,7,4,-3,3,-3
CCN1CCN(S(=O)(=O)c2ccc(Cl)c(C(=O)Nc3nnc(CC(C)C)s3)c2)CC1,-1,0,3,0,3,-5,17,4,-3
COc1ccccc1C1=NOC(C)(c2sc(-c3ccccc3)nc2C)C1 (stereo not given),-4,5,1,6,-2,4,-2,0,0
C/C(=N/NC(=O)CN1CCN(Cc2ccccc2Cl)CC1)c1ccncc1,-1,-1,-5,11,-2,1,1,3,-1
Cc1ccc2oc3nc(C)c(C(=O)Nc4cccc(C(F)(F)F)c4)cc3c(=O)c2c1,-1,-7,6,-3,-7,3,-6,0,-7
COC(=O)c1nc2n(n1)C(c1ccc(OC)c(OC)c1)C(C(=O)OC1CCCCC1)=C(C)N2 (stereo not given),1,1,8,0,5,-2,-6,3,-5
CCCN(c1ccccc1F)S(=O)(=O)c1cc(-c2cc(C)no2)ccc1OC,3,-1,2,1,5,3,-1,6,1
CC1Oc2ccccc2OC1(O)c1ccc2ccccc2n1 (stereo not given),3,1,-1,-4,-4,-1,0,3,-3
CCOC(=O)CSc1cc(=O)n(C)c2cc(Cl)ccc12,3,7,4,3,-5,6,2,0,0
O=C(c1ccc(Cl)cc1)N1CCCC(C(=O)N2CCCCC2)C1 (stereo not given),5,2,7,1,1,7,8,1,4
COc1ccccc1CN1CC(C(=O)NCc2c(F)ccc(C)c2F)CCC1=O (stereo not given),-1,-6,2,-2,-2,8,-1,-1,2
COc1ccc(C)cc1NC(=O)CSc1nnc(-c2ccc(Br)cc2)o1,-5,-3,4,0,-5,1,13,-1,-2
O=C(Nc1cccc(Cl)c1)NC1CCCCC1,5,3,4,8,2,-6,-9,5,-1
O=C(NCc1ccccc1)c1cc2ccccc2o1,3,5,2,6,0,-4,-3,3,-10
COc1ccc(-n2c(SC3CCOC3=O)nc3ccccc3c2=O)cc1OC (stereo not given),1,7,-6,-1,8,12,3,-1,-2
O=C(Nc1ccc(Cl)c(C(F)(F)F)c1)[C@@H]1CC=C[C@@H]2CCN(C3CC3)C(=O)[C@@H]21,-1,8,1,-1,1,6,4,4,2

# Continuation:
smiles,LYPLA1 inh,pPAFAH FP inh,PAFAH1B3 inh,LYPLA2 counter,PME-1 inh,PAFAH2 inh,GSTO1 inh,PAFAH1B2 inh,PAD4 FP inh
CCCCOc1ccc(NC(=O)Cn2c(=O)ccc3c(C)cc(C)nc32)cc1,2,-10,1,3,-1,3,-2,1,2
COc1ccc(C)cc1N(CC(=O)NCCSCc1ccco1)S(=O)(=O)c1ccc(C)cc1,-3,3,-4,-11,-2,6,-5,5,-5
COC(=O)c1scc(C)c1NC(=O)c1cccc(C#N)c1,0,4,9,3,-4,3,0,2,2
COc1ccc(CNc2nc3ccccc3n2CCN2CCOCC2)cc1,0,4,9,8,6,0,1,5,-3
Cc1cc(Cl)ccc1NC(=O)CN1CCN(C(=O)c2ccco2)CC1,5,5,-2,7,-3,1,3,1,0
Fc1ccc2c(c1)[C@H]1OCC[C@H]1[C@@H](c1ccco1)N2,4,5,-3,8,2,-1,9,2,-2
CCOC(=O)/C=C1\SC(C)C(=O)N1CC(=O)N(CCC#N)c1ccccc1 (stereo not given),-2,2,2,0,5,-2,.,2,3
CN(Cc1cccc(F)c1)C(=O)c1ccc(S(=O)(=O)C(F)F)cc1,1,-3,2,7,1,-6,4,6,-1
Nc1[nH]n2c(=O)cc(-c3ccccc3)nc2c1N=Nc1ccc2c(c1)OCO2,-1,10,.,2,6,.,12,.,-1
CCCCCCCCCC(=O)NNC(=O)c1c(O)c2ccccc2n(CC)c1=O,1,1,6,-2,1,13,-3,0,-3
CN(C)C1=NC[C@H](Cc2ccccc2)N1CC1CCCCC1,5,5,8,8,0,-7,-1,4,-4
CC(=O)C1=C(c2ccccc2)OC(N)=C(C#N)C1c1ccccc1F (stereo not given),4,4,-2,4,1,1,3,1,-1
Cc1ccc(C(=O)Nc2c(C)cc(-c3ccc(Cl)cc3)oc2=O)cc1,0,-1,-1,1,1,2,-4,-6,-8
CC(C)(C)c1cc[n+](CC(=O)Nc2cc(C(F)(F)F)ccc2N2CCOCC2)cc1,1,-2,6,3,-9,-4,-3,-3,-4
Cc1nn(-c2ccc(C(=O)N3CCN(S(=O)(=O)c4ccccc4C(F)(F)F)CC3)cc2)c(C)c1Cl,-1,0,3,-7,3,8,.,-1,-2

# The list goes on.
smiles,LYPLA1 inh,pPAFAH FP inh,PAFAH1B3 inh,LYPLA2 counter,PME-1 inh,PAFAH2 inh,GSTO1 inh,PAFAH1B2 inh,PAD4 FP inh
CCn1cc(C2=NOC(C(=O)Nc3cccc(C(C)=O)c3)C2)c(C)n1 (stereo not given),3,3,4,6,5,-6,1,0,0
O=C(NCc1ccccc1)c1cc[n+]([O-])cc1,0,4,10,1,-3,1,0,4,-4
CC(OC(=O)CCC(=O)c1cccs1)C(=O)Nc1ccc(Cl)cn1 (stereo not given),1,4,9,10,3,-2,3,1,-4
COc1ccc(NC(=O)CSc2nnc(C3CCCCC3)n2N)cc1,4,3,6,5,3,-2,-3,7,3
COc1cc(/C=N\Nc2nc3ccccc3o2)cc(OC)c1OC,-1,8,1,2,29*,-1,6,10,-5
CC1CC(=O)N(CC(=O)Nc2ccc(F)cc2F)c2ccccc2S1(=O)=O (stereo not given),2,1,7,1,-1,3,5,-2,-3
Nc1c(S(=O)(=O)c2cccs2)c2nc3ccccc3nc2n1/N=C/c1cccc(O)c1,-50,-39,-42,-56,-75,-58,-35,-39,-1
O=S(=O)(c1cc(Br)c(Cl)s1)N1CCCC1,2,3,.,7,8,.,10,.,-4
COCCSc1nnc(NC(=O)c2ccc(NC(=O)C(C)C)cc2)s1,2,6,8,9,-1,5,0,2,-4
Cc1nc(N)c2c(Cc3cccc4ccccc34)nn(C(C)(C)C)c2n1,-3,-2,-3,-6,-10,0,2,1,4
Cc1noc(C)c1C(=O)OCC(=O)NC(=O)NC12CC3CC(CC(C3)C1)C2,-3,2,5,3,-3,-9,20,-5,-1
CCOC(=O)CCNC(=O)N1CCCC(Cc2ccccc2)(C(=O)OCC)C1 (stereo not given),0,5,5,1,-1,-6,3,-1,-1
Cn1ncc(C#N)c1/N=C/N1CCCCC1,4,-7,-7,2,-3,-2,-6,0,-3
CCCNC(=O)N1CCN(S(C)(=O)=O)CC1,0,-1,6,-5,1,3,6,-9,-7
CC(Oc1ccc2c(-c3ccccc3)cc(=O)oc2c1)C(=O)NCCN1CCOCC1 (stereo not given),0,2,1,-3,6,0,2,3,4
O=C(CN(Cc1ccccc1Cl)C(=O)c1csnn1)NCc1ccc2c(c1)OCO2,4,3,4,4,5,3,7,6,0
